# Assay outcomes: PubChem, several laboratories
# Large T inhibition = SV40 large T antigen inhibitors, biochemical (AID 1903); SV40 large T antigen ATPase/helicase inhibition assay; higher % means a stronger effect; inhibition, % at 20 µM, or IC50 in µM where a hit was titrated; 310,000 compounds, 0.39% hits; in the data active means a potency from the dose series; further: strong numbers were not always called active
# HEK293 NOD2/NF-kB = inhibition of NOD2-driven NF-kB reporter – cell-based, luminescence, uHTS, HEK293 (AID 1566); inhibition, % at 4 µM, or EC50 in µM where a hit was titrated; HEK293 NOD2/NF-kB luciferase reporter, luminescence; higher % means a stronger effect; 290,000 compounds, 0.63% hits; further: many of its hits are not listed in these tables
# HIV fusion peptide = inhibitors of HIV fusion peptide binding, primary screen, biochemical, uHTS, fluorescence dequenching (AID 1986); 290,000 compounds, 0.3% hits; inhibition, % at 20 µM, or IC50 in µM where a hit was titrated; cell-free peptide binding, fluorescence dequenching, 30 min; higher % means a stronger effect; in the data active means inhibition mostly above about 52%, no sharp cut-off; inactive means mostly below about 76%; further: some results filed as inactive read as strong as hits
# Rac1 GTP hydrolysis = MgcRacGAP GTPase-activating activity inhibitors, confirmation, biochemical, ADP Hunter fluorescence. MgcRacGAP-stimulated Rac1 GTP hydrolysis, ADP Hunter fluorescence; higher % means a stronger effect; GST-tagged Rac1 F28L mutant substrate. one-dose inhibition, % at 30 µM; IC50 in µM for titrated hits. 340,000 compounds, 0.6% hits;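 active means first-screen hits whose inhibition reached a set limit at any dose in the follow-up dose series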;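 further: fluorescence reports GDP produced by GAP-driven GTP hydrolysis; strong numbers were not always called active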
# GPR55 antagonists = GPR55 antagonists blocking LPI-driven arrestin recruitment, primary screen, imaging, U2OS, beta-arrestin-GFP, LPI agonist (AID 2013); U2OS GPR55 beta-arrestin-GFP translocation imaging, LPI antagonism; higher % means a stronger effect; inhibition, % at 10 µM; hits with a dose series show IC50 in µM; 290,000 compounds, 0.13% hits;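 active means spots per cell inhibited over 60%, with over 100 cells counted and total cytoplasm intensity under 500,000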;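 further: U2OS cells stably carrying GPR55 and arrestin-GFP stimulated by 5 µM LPI near EC80; imaged beta-arrestin-GFP aggregate spots per cell after agonist stimulation; plate controls were LPI-stimulated DMSO wells for no effect and DMSO wells without LPI for full effect; some results filed as inactive read as strong as hits; confirmed hits need IC50 under 10 µM and bright autofluorescent wells are also inconclusive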
# KOR beta-arrestin-1 = kappa opioid receptor blockers – cell-based, luminescence, uHTS (AID 1778). inhibition, % at 10 µM, or IC50 in µM where a hit was titrated. KOR beta-arrestin recruitment, luminescence, antagonist mode; higher % means a stronger effect. 290,000 compounds, 0.091% hits; further: strong numbers were not always called active
# KOR beta-arrestin-2 = kappa opioid receptor activators – cell-based, luminescence, uHTS, primary screen (AID 1777). activation, % at 10 µM; hits with a dose series show EC50 in µM. KOR beta-arrestin recruitment, luminescence; higher % means a stronger effect. 280,000 compounds, 0.02% hits; in the data active means activation above about 50%, passing the limit was not always enough; further: a part of the inactive calls stands beside numbers as strong as those of hits
# GPR55 beta-arrestin = selective activators of receptor GPR55 – imaging, U2OS cells, beta-arrestin-GFP redistribution, primary screen (AID 1961). U2OS GPR55 beta-arrestin-GFP redistribution imaging; higher % means a stronger effect. activation, % at 10 µM; hits with a dose series show EC50 in µM. 290,000 compounds, 0.048% hits;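 active means activation above 40% with more than 50 cells counted in the well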;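 further: U2OS osteosarcoma cells stably expressing GPR55 and beta-arrestin-GFP; plate controls were DMSO negative control for no effect and LPI positive control for full effect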
# NOD1 NF-kB reporter = NOD1 signaling inhibitors, primary screen, cell-based, luminescence, uHTS (AID 1578). NOD1-driven NF-kB luciferase reporter cells, luminescence; higher % means a stronger effect. one-dose inhibition, % at 4 µM; EC50 in µM for titrated hits. 290,000 compounds, 1% hits; in the data active means inhibition mostly above about 36%, no sharp cut-off; inactive means mostly below about 34%;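 further: HEK-293T reporter cells stimulated with the NOD1 agonist gamma-tri-DAP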
# * marks the source's active call; other numbers are inactive results; . = no result given; & = joins results of further samples; [ ] = remark or other dose. Unless noted, no stated cut-off is given here; in the data, active means inhibition above about 50%; inactive means the rest. These rows are one share of the data; rates above refer to the full screens.
SMILES,Large T inhibition,HEK293 NOD2/NF-kB,HIV fusion peptide,Rac1 GTP hydrolysis,GPR55 antagonists,KOR beta-arrestin-1,KOR beta-arrestin-2,GPR55 beta-arrestin,NOD1 NF-kB reporter
CSCCC(NS(=O)(=O)c1ccc(C)cc1)C(=O)NCCc1c[nH]c2ccccc12 (stereo not drawn),17.1%,-1.8%,0.1%,6.0%,-8.0%,24.2%,-3.3%,0.6%,0.4%
Cc1ccc(S(=O)(=O)N2CCC(=O)N(C(COCc3cccc(C)c3)C(C)C)CC2)cc1 (stereo not drawn),3.6%,18.8%,0.6%,8.9%,9.5%,-3.7%,0.7%,-0.2%,-5.3%
COc1ccccc1CNC(=O)C1CCN(S(=O)(=O)c2ccc3nc4c(c(C(=O)O)c3c2)CCCC4)CC1,12.5%,9.7%,3.2%,10.0%,-1.6%,-31.5%,1.4%,-0.1%,-13.3%
CCOC(=O)C1CCN(C(=O)/C(=C/c2ccccc2)NC(=O)c2ccccc2)CC1,4.1%,-12.1%,-0.3%,7.5%,-0.2%,-27.7%[20 µM],-0.1%,-0.1%,-10.1%
COC(=O)c1cn(Cc2ccc(C(F)(F)F)cc2)cc(F)c1=O,5.6%,17.9%,-0.5%,3.2%,11.2%,24.3%,1.6%,0.3%,-8.3%
CC(=O)c1cc(CN2CCC(N3CCC(C(=O)NC(C)C)CC3)CC2)cs1,2.9%,6.4%,1.8%,-3.0%,5.2%,-32.0%[20 µM],.,-0.1%,-4.6%
CCC(=O)Oc1ccc(/C(CC)=C(\CC)c2ccc(OC(=O)CC)cc2)cc1,2.1%&5.8%,-3.1%,2.4%,3.5%,-3.2%,-16.8%,-1.6%,0.2%,-4.7%
O=C(CN1CCOCC1)Nc1ccc(Br)cn1,0.2%,-5.3%,1.0%,-2.2%,14.5%,11.5%,-3.9%,-0.1%,-23.6%
COc1ccc(C2=NS(=O)(=O)N(C)C(C(=O)N(C)Cc3ccccc3)=C2)cc1OC,.,1.4%,-1.7%,3.2%,2.5%,21.3%[20 µM],-5.9%,-0.3%,-20.6%
COC(=O)CSc1nnc(SCc2ccc(Cl)cc2)s1,0.2%,12.1%,1.0%,3.6%,-8.9%,1.8%,-6.6%,-0.1%,14.8%
CCNC(=O)COC(=O)c1cc(-c2ccc(OC)cc2)nc2ccccc12,9.6%,-53.0%,-1.9%,1.3%,25.7%,-10.0%,1.1%,-0.1%,-8.9%
CCc1nn(CCCC(=O)N2CCC(C)CC2)c(=O)c2cc3occc3n12,5.4%,18.7%,0.5%,4.6%,-1.1%,-16.6%,2.4%,-0.1%,-9.3%
CCCCCn1c(SCCN2CCOCC2)nc2c1c(=O)[nH]c(=O)n2C,11.5%,11.3%,0.0%,6.7%,18.6%,-23.8%,2.4%,-0.3%,.
CCOc1ccc(N(CC(=O)NCCOc2ccccc2OC)S(=O)(=O)c2ccccc2)cc1,6.4%,8.1%,-1.4%,2.1%,4.3%,20.0%,-6.0%,-0.1%,20.3%
CCC(C)[C@H](NC(=O)N1CCN(c2cccc(C(F)(F)F)c2)CC1)C(=O)OC (stereo partly drawn),7.9%,-6.8%,-1.3%,8.7%,6.1%,22.1%,-3.9%,-0.1%,-7.2%
CCCCn1c(SCC(=O)N2CCCCC2)nc2cc(S(N)(=O)=O)ccc21,17.1%,6.4%,33.0%,4.5%,-6.6%,-32.1%,-1.5%,-0.2%,7.2%
CCOc1nc(-c2ccccc2)c2cc(C)ccc2n1,7.7%,8.6%,2.0%,10.9%,-1.6%,-31.5%,0.0%,-0.2%,3.5%
O=C(NCc1ccco1)C1CCN(C(=O)c2cc3sccc3n2Cc2ccc(Cl)cc2)CC1,30.7%,8.3%,-1.5%,-3.0%,-5.2%,-34.1%,2.3%,-0.1%,55.1%
CCCn1c(=O)cc(N)n(-c2ccc(OC(F)(F)F)cc2)c1=O,14.1%,-6.2%,-0.4%,3.8%,-3.2%,8.9%,-7.1%,-0.1%,-6.6%
Cc1cc(C)c(C#N)c(SCc2ccccc2C)n1,11.2%,16.6%,-1.5%,-0.7%,7.4%,-22.3%,-0.9%,-0.2%,-19.6%
Cc1cc(C(C)C)n2c(nc3ccccc32)c1C#N,3.5%,8.5%,-0.5%,.,13.0%,22.1%,-1.1%,-0.2%,-29.0%
COc1ccccc1OC(=O)CCc1nc2ccccc2s1,-0.8%,0.2%,1.6%,20.3%,11.6%,-14.9%,1.5%,0.7%,9.2%
COc1ccc(Br)cc1/C=C/C(=O)NC(=S)Nc1ccc(CN2CCOCC2)cc1,8.6%,15.5%,2.0%,9.8%,8.9%,-29.5%,-5.3%,-0.1%,32.8%
CCOC(=O)COc1ccc2nsnc2c1Cl,4.0%,14.7%,-1.7%,5.2%,12.4%,27.1%,-3.5%,0.2%,-7.5%
Cc1ccc(S(=O)(=O)Nc2cccc(C(=O)N3CCOCC3)c2)cc1,4.3%,-9.9%,0.3%,3.4%,-9.4%,-18.0%,14.8%,-0.1%,-29.9%

# The last 4 entries of the section before are carried over, then new ones follow:
SMILES,Large T inhibition,HEK293 NOD2/NF-kB,HIV fusion peptide,Rac1 GTP hydrolysis,GPR55 antagonists,KOR beta-arrestin-1,KOR beta-arrestin-2,GPR55 beta-arrestin,NOD1 NF-kB reporter
COc1ccccc1OC(=O)CCc1nc2ccccc2s1,-0.8%,0.2%,1.6%,20.3%,11.6%,-14.9%,1.5%,0.7%,9.2%
COc1ccc(Br)cc1/C=C/C(=O)NC(=S)Nc1ccc(CN2CCOCC2)cc1,8.6%,15.5%,2.0%,9.8%,8.9%,-29.5%,-5.3%,-0.1%,32.8%
CCOC(=O)COc1ccc2nsnc2c1Cl,4.0%,14.7%,-1.7%,5.2%,12.4%,27.1%,-3.5%,0.2%,-7.5%
Cc1ccc(S(=O)(=O)Nc2cccc(C(=O)N3CCOCC3)c2)cc1,4.3%,-9.9%,0.3%,3.4%,-9.4%,-18.0%,14.8%,-0.1%,-29.9%
Cc1nc(CSc2ccc(Cl)cc2)cc(N2CCOCC2)n1,27.4%,-11.3%,15.2%,0.5%,14.1%,-6.6%,0.5%,-0.2%,-13.9%
O=C(NCC(=O)N1CCN(C(c2ccccc2)c2ccccc2)CC1)c1ccccc1F,-3.7%,13.1%,-2.2%,3.5%,3.4%,32.5%,-0.5%,0.7%,29.3%
CCCN(CCC)C(=O)CSc1nc2ccsc2c(=O)n1NC(=O)c1ccccc1,-0.6%,20.5%,3.8%,7.0%,0.1%,-18.8%,0.9%,1.1%,-5.5%
CC(=O)Nc1ccc(S(=O)(=O)N2CCC(C(=O)NCc3cccnc3)CC2)cc1,7.7%,7.4%,0.5%,7.9%,6.9%,-1.2%,2.8%,-0.1%,-21.1%
COc1ccccc1N1CCN(C(c2cccs2)C(C)NC(=O)c2cccnc2)CC1 (stereo not drawn),9.9%,3.8%,-1.7%,1.6%,17.3%,-3.8%,4.1%,0.0%,-11.8%
C/C(=N/Oc1nc(C)cc(C)n1)c1ccc(Cl)cc1Cl,1.4%,4.5%,-2.1%,11.1%,16.3%,9.0%,0.1%,0.7%,-1.8%
O=C1/C(=C/c2ccccc2)CSc2sccc21,3.2%,-6.6%,-0.8%,3.7%,-31.9%,21.0%,-5.7%,-0.1%,-30.5%
C=CCNC(=S)NNC(=O)c1ccc(=O)n(Cc2ccc(Cl)cc2Cl)c1,15.7%,5.7%,-2.2%,9.6%,6.7%,-13.6%,-3.7%,0.9%,1.9%
CC(=O)NCCc1nc2ccccc2n1Cc1ccccc1,4.8%,7.4%,-2.1%,-6.1%,6.4%,-33.8%,5.9%,-0.1%,-9.5%
O=c1ccc(NS(=O)(=O)c2ccc(Cl)cc2)cn1Cc1ccc(Cl)c(Cl)c1,15.9%,28.7%,16.7%,3.6%,8.1%,-31.5%,1.7%,0.2%,27.5%
CCOC(=O)C1C(=O)OC(C)(C)C1C(C)C(=O)c1ccc(OC)cc1 (stereo not drawn),0.1%,-9.2%,-0.5%,4.2%,-5.5%,-26.0%,13.2%,0.0%,-0.3%
Cc1ccc(CNC(=O)C2CC(c3ccccc3[N+](=O)[O-])=NO2)o1 (stereo not drawn),7.3%,-4.2%,-2.0%,6.3%,3.9%,-9.6%,2.4%,0.2%,-1.8%
Cc1ccc(NC(=O)Nc2cc(S(=O)(=O)N(C)C)ccc2C)cc1,8.5%,-13.2%,0.8%,6.6%,10.4%,-29.5%,-1.6%,-0.2%,-26.3%
Cc1nn(CC(=O)NCCc2cccs2)c(=O)c2nn(-c3ccccc3)c(C)c12,-6.5%,-26.8%,-0.7%,-8.8%,-16.7%,11.9%,-6.4%,-0.2%,1.2%
CCN(CC)S(=O)(=O)c1ccc(Cl)c(C(=O)Nc2nnc(C)s2)c1,22.2%,15.4%,2.4%,-1.6%,-3.4%,1.1%,.,-0.2%,-4.9%
COc1ccccc1OC(C)C(=O)N1CCN(Cc2ccc3c(c2)OCO3)CC1 (stereo not drawn),7.2%,13.2%,-1.3%,0.9%,3.0%,-15.3%,-1.9%,-0.1%,-3.5%
CCOC(=O)c1ccc(NC(=O)CCc2nc(-c3ccc(C)cc3)no2)cc1,-0.8%,6.9%,-3.6%,0.3%,-5.8%,-27.9%,0.9%,0.2%,12.8%
CS(=O)(=O)N(CC(=O)NCCSC1CCCCC1)c1cccc(F)c1,5.5%,-6.1%,-1.3%,4.1%,2.1%,10.3%,0.1%,0.3%,-23.3%
O=C(OCc1cc2ccccc2[nH]c1=O)c1ccccc1,7.4%,-6.2%,1.7%,15.3%,-0.5%,12.4%,4.5%,-0.2%,-10.7%
C/C(=N\N1CCN(C2c3ccccc3-c3ccccc32)CC1)c1ccncc1,0.9%,7.2%,-2.5%,7.7%,19.9%,-14.1%,2.0%,0.0%,-30.1%
Cc1cc(C)nc(NCc2ccc(Cl)cc2)n1,-0.7%,2.1%,0.3%,1.3%,11.4%,21.4%,-3.9%,-0.1%,-27.4%
CCOc1ccc(NC(=O)c2ccc(CNc3c(NC4CCCCC4)c(=O)c3=O)cc2)cc1,1.3%,5.3%,-3.0%,0.6%,-9.8%,9.5%,-3.1%,-0.1%,-1.5%
CSc1nc(N(C)C)nc(N2CC(=O)N(CCNS(=O)(=O)c3ccc(C)cc3)C2=N)n1,6.4%,7.9%,1.4%,12.3%,9.0%,-3.4%,-1.5%,-0.4%,-17.5%
O=C(Nc1nnc(SCc2ccc(F)cc2)s1)c1ccc2c(c1)C(=O)N(c1ccccc1Cl)C2=O,6.0%,1.1%,12.2%,8.5%,-0.7%,-27.1%,2.2%,0.2%,-1.2%
Cc1nc(NS(=O)(=O)c2ccccc2)sc1C(=O)N/N=C/c1ccccc1,20.3%,17.6%,10.9%,11.8%,3.5%,30.4%,-3.8%,0.2%,0.6%
CC(C)(C)C(=O)Cn1ncc(N2CCOCC2)c(Cl)c1=O,-7.9%,-13.3%,-1.5%,9.7%,1.8%,-3.7%,5.4%,-0.1%,-8.7%
